dFosB activator: enhances mouse delta FosB homodimer DNA binding; P13346; purified delta FosB, TAMRA-CDK5 oligo fluorescence polarization; percent of positive-control signal above neutral wells; activation, % at 25 µM; 340,000 tested, 0.99% active; AID 493131;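 active = mean activation above about 17%, with every replicate also reaching it, limit read from the data, passing the limit was not always enough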;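 also: fluorescence polarization rise as delta FosB binds a TAMRA Cdk5 AP-1 oligo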
Target sequence (P13346 whole entry, looked up): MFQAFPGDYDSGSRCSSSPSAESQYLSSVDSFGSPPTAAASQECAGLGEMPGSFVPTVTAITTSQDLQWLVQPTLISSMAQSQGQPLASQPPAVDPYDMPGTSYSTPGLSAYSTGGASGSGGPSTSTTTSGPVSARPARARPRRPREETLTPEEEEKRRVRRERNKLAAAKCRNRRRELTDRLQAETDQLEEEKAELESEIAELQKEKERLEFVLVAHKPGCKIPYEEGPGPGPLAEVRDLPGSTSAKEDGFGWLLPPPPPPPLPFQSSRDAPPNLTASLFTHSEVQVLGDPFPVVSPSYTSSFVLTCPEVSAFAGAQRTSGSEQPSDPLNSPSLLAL
NSD2 HMT inh: inhibitors of human histone methyltransferase NSD2 | 310,000 tested, 0.54% active | AID 743445 | inhibition, % at 12.5 µM | NSD2 peptide methylation, AlphaScreen, 120 min | O96028; in the data active = inhibition above about 50%
PKA-R2B act: activates the human PKA-R2B holoenzyme complex. P22694+P31323. PKA-R2B holoenzyme dissociation, Cy5-IP20 fluorescence polarization; R2B truncated from residue 108, S112A mutant; 0% DMSO only, 100% 113 µM cGMP. activation, % at 11.4 µM. 340,000 tested, 0.079% active. AID 504700;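 active = activation above a cutoff set at the mean over all compounds plus 3 SD, cut at about 18% in these data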;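 also: higher means more holoenzyme dissociation and a rise in polarization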
SR-BI DiI inh: blocks mouse SR-BI lipid uptake from DiI-HDL; Q61009; inhibition, % at 12.5 µM; ldlA[mSR-BI] CHO cells, DiI-HDL uptake fluorescence, 3 h; 320,000 tested, 0.96% active;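 active = mean replicate inhibition of at least 70% and a set share of replicates each scoring 70 or more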;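 also: 0% = median of neutral control wells and 100% = median of positive control wells; values of inactives mirror those of a sister screen read the other way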
Arr AP2 block: inhibitors of human beta-arrestin and AP2 interaction; 340,000 tested, 0.31% active; inhibition, % at 10 µM; FITC-arrestin peptide / GST-AP2 beads, flow cytometry; AP2 beta2 appendage carries R879A mutation;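 active = inhibition above a set limit, near 3 SD of compounds lacking own fluorescence, cut at about 54% in these data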;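 also: plate controls were DMSO wells for no effect and 5 µM unlabelled arrestin peptide for full effect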
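system = GST-tagged AP2 beta2-adaptin appendage (R879A) on 4 µm glutathione beads | reagent = FITC-labelled arrestin peptide probe, 50 nM final | schedule = compound with beads 12 min RT, then probe 1 h RT | signal = HyperCyt-sampled flow cytometry, FL1 channel, ex 488/em 535 nm | read-out = percent response from loss of bead-bound FITC fluorescence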
MITF TRPM1 HTS: MITF TRPM1 promoter activation in melanoma cells; activation, % at 12.5 µM; 300,000 tested, 0.75% active; SK-MEL-5 TRPM1-promoter luciferase, 24 h; % of positive control, neutral wells = 0;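 active = mean activation of at least 80% with every replicate also reaching 80%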;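 also: 0% = neutral control wells and 100% = parthenolide positive control wells; values of inactives mirror those of a sister screen read the other way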
CDK5 p35 inh: CDK5/p35 (human) kinase inhibition | 330,000 tested, 0.01% active | Recombinant CDK5/p35, ADP-Glo luminescence, 60 min | Q00535+Q15078 | inhibition, % at 10 µM | AID 488839;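 active = highest replicate inhibition of at least 50% and at least 75% of replicates reaching 50%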;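 also: plate controls were DMSO neutral control for no effect and GW8510 at 10 µM for full effect; many of its hits are not listed in these tables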
Target sequence (Q00535 whole entry, looked up): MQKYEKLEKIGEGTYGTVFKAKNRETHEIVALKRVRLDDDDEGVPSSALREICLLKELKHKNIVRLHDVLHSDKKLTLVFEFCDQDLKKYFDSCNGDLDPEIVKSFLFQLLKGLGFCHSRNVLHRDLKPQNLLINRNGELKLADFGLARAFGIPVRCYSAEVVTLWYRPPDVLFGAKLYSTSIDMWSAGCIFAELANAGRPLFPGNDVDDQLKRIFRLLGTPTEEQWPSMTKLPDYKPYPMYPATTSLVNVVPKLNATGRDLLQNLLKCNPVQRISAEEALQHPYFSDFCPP
Target sequence (Q15078 whole entry, looked up): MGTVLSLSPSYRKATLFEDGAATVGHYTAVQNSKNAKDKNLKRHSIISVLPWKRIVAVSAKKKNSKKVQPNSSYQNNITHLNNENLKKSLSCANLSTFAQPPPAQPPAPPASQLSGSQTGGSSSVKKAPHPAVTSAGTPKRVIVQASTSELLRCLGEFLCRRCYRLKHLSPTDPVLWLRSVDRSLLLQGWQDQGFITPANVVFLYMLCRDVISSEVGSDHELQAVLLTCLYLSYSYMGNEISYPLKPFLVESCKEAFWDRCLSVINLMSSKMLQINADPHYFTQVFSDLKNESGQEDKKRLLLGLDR
PKA-R1A activ: PKA-R1A complex activation | activation, % at 11.4 µM | 340,000 tested, 0.083% active | P00514+P68181 | PKA-R1A dissociation, Cy5-IP20 fluorescence polarization; scaled: DMSO 0%, 113 µM cGMP 100%;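 active = percent activation above the mean of all tested compounds plus 3 SD, cut at about 19% in these data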;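 also: higher means more PKAc released from R1A so a rise in polarization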
DSG3 Ab inh: blocks pemphigus antibody binding to human desmoglein-3; P32926; DSG3-coupled beads, scFv-anti-DSG3-GFP binding, flow cytometry; stronger effect = lower value; binding (percent of control), % at 10 µM; 310,000 tested, 0.48% active; AID 588358;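 active = binding more than 3 SD below its plate's average and above zero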;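 also: hits lower antibody fragment binding to DSG3; some compounds called inactive have numbers as strong as hits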
SUMO Mot1 rescue: SUMOylation pathway inhibition by Mot1-301 growth rescue | AID 2716 | growth rescue, % at 18.8 µM | S. cerevisiae Mot1-301 growth rescue, ATP luminescence, 38.5C; percent above DMSO median, 100 means doubled | 320,000 tested, 1% active;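 active = every valid replicate shows activation above 250% relative to neutral control wells; inactive = the rest, any valid replicate at or below 250%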;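 also: OY570 slx delta 5 strain wells were the positive control but not used for scaling; some compounds called inactive have numbers as strong as hits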
SR-BI DiI-HDL act: enhances SR-BI lipid uptake from DiI-HDL; 320,000 tested, 0.096% active; CHO ldlA[mSR-BI] cells, DiI-HDL uptake fluorescence, 3 h; 100 = double the neutral-control signal; activation, % at 12.5 µM;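 active = mean replicate activation of at least 60% and every replicate at or above 60%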;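 also: 0% = median plate neutral-control signal and 100% = twice that signal; values of inactives mirror those of a sister screen read the other way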
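System: LDL receptor-deficient CHO ldlA cells overexpressing murine SR-BI | Timing: 3 h uptake period with compound, 37 °C | Medium: HEPES-buffered (25 mM, pH 7.4) F12 plus 0.5% BSA | Dosing: Single-point compound dose | Signal: Bottom-read fluorescence, 550/595 nm | Read-out: Retained DiI signal reflecting DiI-HDL uptake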
Starred values were filed as active, the others as inactive; · = not tested or not shown.

SMILES	dFosB activator	NSD2 HMT inh	PKA-R2B act	SR-BI DiI inh	Arr AP2 block	MITF TRPM1 HTS	CDK5 p35 inh	PKA-R1A activ	DSG3 Ab inh	SUMO Mot1 rescue	SR-BI DiI-HDL act
CC(C)n1nnc2c(=O)oc3ccccc3c21	-4	-1	-8	-8	-1	5	-0.2	8	124	112	8
Cc1c(C)c(C)c(S(=O)(=O)N2CCC3(CC2)OCCO3)c(C)c1C	-6	-1	-3	31	40	4	-1.6	4	104	209	-31
CCCn1cc(CN2CCC(n3nccc3NC(=O)c3ccc4c(c3)OCO4)CC2)c(C)n1	-14	-2	0	3	0	-5	-0.1	-10	·	0	-3
Cn1c(=O)c2[nH]c(CSCc3ccccc3)nc2n(C)c1=O	4	4	1	-5	-5	0	-1.6	-4	·	·	5
CCOC(=O)c1ccc(NC(=S)NCc2ccc(S(N)(=O)=O)cc2)cc1	-9	0	-2	-11	-7	9	0.7	9	113	-2	11
O=C(O)c1ccc(NC2OC[C@@H](O)[C@H](O)[C@H]2O)cc1 (some centres not stated)	-3	·	-7	-16	2	9	-0.3	6	127	0	16
Cc1ccc(C23CC4CC(CC(C(=O)OCC(=O)NC5CCS(=O)(=O)C5)(C4)C2)C3)cc1 (configuration not stated)	1	0	-6	-21	-3	3	-2.3	3	116	-19	21
COCCn1nnnc1C(c1cc(OC)ccc1OC)N1CCc2ccccc2C1 (configuration not stated)	-4	·	-10	9	-4	-10	-2.3	5	106	-6	-9
Cc1ccc(S(=O)(=O)NCCc2ccncc2)cc1[N+](=O)[O-]	3	-3	-3	-14	39	-6	-0.1	2	108	13	14
C=C(C)C(=O)Nc1cccc(C2=NOC3(C2)C[C@@H](C(N)=O)N(C(=O)CC(c2ccccc2)c2ccccc2)C3)c1 (some centres not stated)	-14	·	-4	2	5	3	2.5	-9	107	16	-2
O=C(Nc1nnc(-c2ccccc2)o1)c1cc(-c2cccs2)nc2ccccc12	-7	·	-2	-14	8	·	-1.2	-17	98	-10	18
COc1ccc(/C=C2\SC(=S)N(CC(=O)OCC(=O)Nc3ccc(C)cc3Cl)C2=O)cc1	-5	0	1	12	-7	6	-0.6	-4	106	·	-12
Cc1ccsc1/C=C(\C#N)C(=O)NCCCN1CCOCC1	1	-3	-3	·	-10	5	0.7	-10	107	-4	·
O=C1[C@@H]2Cc3c([nH]c4ccccc34)CN2C(=O)CN1CCCO	0	0	0	7	-7	4	-3.3	-1	106	0	-7
Cc1nn(-c2ccccc2)c(N2CCCC2)c1C=O	-5	0	7	-11	-1	8	-1.8	-2	103	-9	11
Cc1ccc(S(=O)(=O)Oc2ccc(/C=C(/NC(=O)c3ccccc3)C(=O)O)cc2)cc1	-5	-3	-2	-6	10	-4	1.0	-2	92	700*	6
CCOC(=O)CNC(c1ccccc1)c1cc(Br)ccc1NC(=O)CCN1CCOCC1 (configuration not stated)	1	·	-4	-19	-9	5	0.0	3	89	208	19
O=C(c1cccc(S(=O)(=O)N2CCc3ccccc32)c1)N1CCCC(C(F)(F)F)C1 (configuration not stated)	-9	0	1	32	-8	-16	0.7	-5	101	-24	-32
COc1ccc(C(=O)CNc2ccc(C)cc2C)cc1	3	3	2	-5	33	-3	-0.5	-12	·	-8	5
COc1cccc(-c2cc(C(=O)Nc3cnn(Cc4ccc(F)cc4)c3)no2)c1	2	3	0	9	24	-8	-3.4	6	82	-3	-9
CCC1CCCCN1Cc1nc2c(c(=O)n(C)c(=O)n2C)n1Cc1ccccc1 (configuration not stated)	-7	·	-4	-15	2	-7	-0.1	2	106	35	15
CC(C)(CO)CNC1CCCN(C2Cc3ccccc3C2)C1 (configuration not stated)	-1	-4	-3	-9	2	·	3.2	5	111	-4	9
CC(=O)c1c(C)oc2ccc(NS(=O)(=O)c3ccccc3)cc12	-10	-5	-3	7	16	1	-1.1	13	·	-6	-7
Nc1nnc(SCc2ccc(Cl)cc2)s1	-12	2	-1	-13	-5	19	1.3	-7	99	-8	13
CC(NC(=O)COC(=O)c1ccc(S(=O)(=O)N2CCOCC2)cc1)c1ccccc1 (configuration not stated)	-13	3	-4	7	-1	-5	-2.1	-6	121	-3	-7
SMILES	dFosB activator	NSD2 HMT inh	PKA-R2B act	SR-BI DiI inh	Arr AP2 block	MITF TRPM1 HTS	CDK5 p35 inh	PKA-R1A activ	DSG3 Ab inh	SUMO Mot1 rescue	SR-BI DiI-HDL act
CC(C)Oc1ccc(S(=O)(=O)N2CCCCC2)cc1NC(=O)C1CSC2(C)CCC(=O)N12 (configuration not stated)	-8	11	4	-25	-3	1	-0.6	5	102	-7	25
FCCCOc1ccc(-c2nccc(-c3ccccn3)n2)cc1	-40	-4	-3	-1	1	41	-1.3	0	99	1	1
CC(C)(C)S(=O)(=O)/C(C#N)=C/c1sccc1C1OCCO1	2	3	-1	10	1	1	-0.6	6	109	-25	-10
CCOc1ccc(NC(=O)c2sc3nc4n(c(=O)c3c2C)CCC4)cc1	-3	-1	5	22	8	4	1.3	3	102	-1	-22
CCOC(=O)c1c(C)c(C(=O)NCCCN2CCCC2=O)c(C)n1CC	1	0	5	-3	1	0	-1.1	-2	98	-12	3
O=C(Oc1cccc(-n2cnnn2)c1)c1sc2ccccc2c1Cl	143*	0	7	-21	16	·	-0.6	1	96	-20	21
CC(=O)c1ccc(NC(=O)CSc2nnc(-c3ccco3)o2)cc1	-4	-1	5	-1	0	14	-2.8	0	102	426*	1
O=C(CSc1nnc(SCc2ccc(Cl)cc2)s1)N/N=C/c1ccc(Cl)cc1Cl	-11	-3	4	0	7	5	0.4	1	96	8	0
CCC(C)[C@H](NC(=O)N1CCC(C)CC1)C(=O)O (some centres not stated)	-3	-2	2	·	24	0	1.7	-4	84	-20	·
CCC(=O)Nc1cc(C)c(NC(=O)C23CC4CC(CC(C4)C2)C3)cn1	-8	-9	0	10	-2	3	1.2	-5	98	14	-10
COC(=O)/C=C1/SC(=Nc2ccc(C)cc2C)NC1=O	-8	3	-1	21	-7	11	-0.4	3	97	47	-21
O=C(NC1CCN(c2ncccn2)CC1)c1cccc(F)c1	3	5	-7	-4	0	0	-1.5	3	101	-15	4
C=CCc1c(C)nc(N2CCSCC2)[nH]c1=O	3	1	-1	-5	-5	-1	-6.0	-2	108	-5	5
CCNc1nc(NCC)n2c(SCc3ccc(F)cc3)nnc2n1	-8	1	-6	3	1	·	-0.9	-4	·	12	-3
CCOC(=O)C(=O)/C(=C\N(C)C)c1onc(-c2c(Cl)cccc2Cl)c1C(=O)OC	8	3	2	-18	15	-2	-2.1	8	103	-11	18
O=C(NC1CCCC1)C(c1ccncc1)N(CC1CCCO1)C(=O)Cn1nnc(-c2cccs2)n1 (configuration not stated)	-5	·	-9	-12	3	-4	1.8	1	·	4	12
O=C(Nc1cccnc1)c1ccc(COc2ccccc2Cl)o1	-12	127*	-10	16	-7	5	-2.0	-12	101	152	-16
COc1ccccc1CN(C)c1nnnn1-c1ccccc1	-1	-1	10	7	21	10	-0.7	-1	99	18	-7
Nc1cccc2c1C(=O)N(C(=O)c1ccco1)C2=O	-5	0	-3	·	17	-5	2.3	-9	98	3	·
CCC(Sc1nccn1C)C(=O)Nc1ccc(Cl)cn1 (configuration not stated)	-1	1	8	-21	10	0	0.9	-11	103	7	21
CCCn1c(C(O)c2cc(OC)c(OC)c(OC)c2)nc2ccccc21 (configuration not stated)	0	1	-6	15	4	-2	0.2	-8	110	4	-15
Cc1ccc(CSc2nnc(-c3cccc(S(=O)(=O)N4CCOCC4)c3)n2CC(C)C)cc1	-10	1	-1	-11	19	-7	-1.1	1	95	·	11
CCOc1ccc(NC(=O)CCC(=O)Nc2nnc(CC)s2)cc1	2	5	2	-9	3	13	-0.5	3	93	288	9
Cc1ccc(SCC(=O)c2c(C)nc3cc(C)ccn23)cc1	0	-2	1	-37	35	11	-2.8	-12	100	92	37
O=C1C=C(c2ccc(F)nc2)CCC1	0	·	-7	-14	-2	-1	1.0	-6	101	-18	14
SMILES	dFosB activator	NSD2 HMT inh	PKA-R2B act	SR-BI DiI inh	Arr AP2 block	MITF TRPM1 HTS	CDK5 p35 inh	PKA-R1A activ	DSG3 Ab inh	SUMO Mot1 rescue	SR-BI DiI-HDL act
O=C(O)c1cc(N2C(=O)C3CC=CCC3C2=O)ccc1NCc1cccnc1 (configuration not stated)	-1	2	4	-2	27	2	-3.1	-2	·	23	2
COC(=O)/C(=C/c1c[nH]c2ccccc12)[N+](=O)[O-]	-11	·	1	-17	-1	-6	0.7	15	120	-12	17
CN1CCC(NC(=O)c2cccc(Oc3ccccc3)c2)CC1	-6	2	2	-2	-13	0	-0.4	3	103	-2	2
COc1ccc(-c2cc(CNC(C)=O)on2)cc1	0	-2	-7	12	-10	15	0.2	-6	97	5	-12
O=C(Cn1cnc2sc3c(c2c1=O)CCCC3)NCC(=O)Nc1ccc(F)cc1F	36*	-1	-2	-7	-1	18	-0.3	-2	101	3	7
CCS(=O)(=O)c1nc(S(=O)(=O)c2ccc(C)cc2)c(NCCCN2CCCC2=O)s1	0	-1	-6	-11	-6	16	0.6	-5	103	-9	11
CCn1ncc(CN2CCN(Cc3cccc(OC)c3)C(CCO)C2)c1C (configuration not stated)	-5	6	-6	-16	0	-10	-4.4	0	102	7	16
COCCCNC(=O)CN(CCc1ccccc1)S(=O)(=O)c1ccc(C)cc1	-11	-1	5	-3	7	22	1.9	4	86	-12	3
CSCC[C@@H](C(=O)Nc1ccc2c(c1)OCCO2)N1Cc2ccccc2C1=O	3	·	-6	-8	4	·	0.3	-11	99	18	8
Cc1ccc(C)c(C(=O)CCC(=O)Nc2ccc(N3CCN(C)CC3)cc2C)c1	-10	7	6	34	35	14	-2.6	1	·	-1	-34
NC(=O)CSc1c[nH]c2ccccc12	3	2	-12	-25	9	-14	1.2	16	100	-14	25
COc1cc(C2N=C(c3ccccc3)NO2)cc(Br)c1O (configuration not stated)	-7	·	6	-21	·	-7	-2.0	-1	95	-7	21
COc1cccc(CNC(=O)CCNS(=O)(=O)c2cccc3nonc23)c1	-4	4	6	·	-9	-6	0.3	0	·	15	·

High-throughput results deposited in PubChem by several laboratories.
